L major viab – Leishmania major promastigote growth inhibition; inhibition, % at 10 µM; Leishmania major promastigotes, resazurin fluorescence viability; 200,000 compounds, 9% hits; in the data active = inhibition above about 50%;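 note: promastigotes grown with compound for 44 hours at 28 °C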
TNAP inh noacc – blocks human TNAP activity with no phosphate acceptor present; purified TNAP, CDP-star luminescence, 30 min; inhibition, % at 20 µM; 200,000 compounds, 0.26% hits;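 active = tissue-nonspecific alkaline phosphatase inhibition above about 50% at 20 µM in the single-dose screen, limit read from the data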;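 note: 0% = DMSO negative control and 100% = EDTA positive control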
Target sequence (P05186 whole entry, looked up): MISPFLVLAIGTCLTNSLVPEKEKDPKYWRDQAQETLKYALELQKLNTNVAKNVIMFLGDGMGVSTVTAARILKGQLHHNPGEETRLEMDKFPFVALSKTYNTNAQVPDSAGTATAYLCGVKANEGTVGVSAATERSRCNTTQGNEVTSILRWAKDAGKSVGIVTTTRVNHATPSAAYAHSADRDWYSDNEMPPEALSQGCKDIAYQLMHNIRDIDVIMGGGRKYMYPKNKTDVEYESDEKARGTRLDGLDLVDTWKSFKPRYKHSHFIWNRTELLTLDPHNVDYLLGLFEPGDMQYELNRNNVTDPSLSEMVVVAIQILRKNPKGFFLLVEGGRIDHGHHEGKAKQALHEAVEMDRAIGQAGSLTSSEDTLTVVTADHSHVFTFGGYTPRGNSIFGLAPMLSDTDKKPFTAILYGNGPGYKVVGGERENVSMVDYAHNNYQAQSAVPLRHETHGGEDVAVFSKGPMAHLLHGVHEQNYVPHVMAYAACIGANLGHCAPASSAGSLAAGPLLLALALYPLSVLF
bIAP activator – intestinal alkaline phosphatase (bovine) activation | purified bovine IAP, CDP-star luminescence, 30 min; active compounds read high; fold of DMSO-control signal, blank-subtracted | activation factor at 20 µM | 200,000 compounds, 0.17% hits;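 active = activation factor of 2 or more at 20 µM, a signal rise over negative controls twice the positive control's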
PMI act satM6P – PMI (human) activation, high substrate | coupled PMI enzyme assay, resazurin fluorescence, 20 min; active compounds read high; 1 = untreated enzyme, 0 = substrate-free blank | 190,000 compounds, 0.34% hits | activation factor at 20 µM | AID 1216;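 active = activation factor of 2 or more at 20 µM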
Target sequence (P34949 whole entry, looked up): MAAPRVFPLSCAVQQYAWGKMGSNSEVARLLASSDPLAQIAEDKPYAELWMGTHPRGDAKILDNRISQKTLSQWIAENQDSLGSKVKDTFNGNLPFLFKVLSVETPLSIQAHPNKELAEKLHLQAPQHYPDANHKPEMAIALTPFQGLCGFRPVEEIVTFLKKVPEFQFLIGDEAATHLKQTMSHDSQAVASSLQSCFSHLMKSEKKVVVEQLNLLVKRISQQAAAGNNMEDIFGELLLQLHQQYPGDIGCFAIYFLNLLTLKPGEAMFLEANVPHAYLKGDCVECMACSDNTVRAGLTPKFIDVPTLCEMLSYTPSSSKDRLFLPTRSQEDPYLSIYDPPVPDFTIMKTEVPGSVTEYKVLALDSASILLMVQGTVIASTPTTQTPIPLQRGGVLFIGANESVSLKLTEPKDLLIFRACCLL
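Test system – human PMI in coupled enzyme assay · Timing – 20 min incubation at room temperature · Detection – Diaphorase-driven resazurin-to-resorufin fluorescence, excitation 544, emission 590 nm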
Diaph inh CS – counter-screen for diaphorase-based assays: diaphorase inhibitors and chemical oxidizers. inhibition, % at 20 µM. 190,000 compounds, 0.69% hits. diaphorase resazurin-to-resorufin fluorescence, NADH, 16 min; bacterial (C. kluyveri) enzyme, not human;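 active = primary screen inhibition at 20 µM above a set limit, cut at about 50% in these data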;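 note: plate controls were DMSO with full reaction for no effect and wells lacking NADH for full effect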
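material = Clostridium kluyveri diaphorase enzyme | amount = 0.14 U/mL diaphorase, enzyme working solution | schedule = incubation 16 min, room temperature | detection = fluorescence of resorufin formed from resazurin, Ex 544/Em 590 nm | benchmarks = positive control minus NADH, DMSO neutral control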
TNAP act hi DEA – activators of human TNAP at high phosphate acceptor concentration. P05186. 200,000 tested, under 10 active. activation factor at 20 µM. purified TNAP, CDP-star luminescence, 1 M DEA, 30 min; active compounds read high; 0 = EDTA background, 1 = DMSO-only activity;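 active = activation factor at least 2 at 20 µM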
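Dosing: 20 µM single point. System: human TNAP. Amount: TNAP 1/800 final. Incubation: 30 min, room temperature. Read-out: TNAP activation factor scaled between EDTA and DMSO control wells. Signal: luminescence from CDP-star hydrolysis. Medium: 1 M DEA, pH 9.8, Mg2+, Zn2+. Control set: EDTA negative control, DMSO positive control.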
TNAP inh hi DEA – TNAP (human) inhibition, high acceptor | P05186 | purified TNAP, CDP-star luminescence, 1 M DEA | inhibition, % at 20 µM | 200,000 compounds, 0.03% hits | AID 1135;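 active = over 50% inhibition of tissue-nonspecific alkaline phosphatase at 20 µM in the single-dose screen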;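 note: plate controls were DMSO wells for no effect and EDTA-quenched wells as full inhibition for full effect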
bIAP inhibitor – intestinal alkaline phosphatase (bovine) inhibition. purified bovine IAP, CDP-star luminescence, 30 min. inhibition, % at 20 µM. 190,000 tested, under 10 active. AID 1019;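 active = over 50% inhibition of intestinal alkaline phosphatase at 20 µM in the single-dose screen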
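Incubation: 30 min reaction at room temperature / Material: purified bovine intestinal alkaline phosphatase (IAP) enzyme / Input: enzyme at 1/65,000,000 dilution / Dosing: 20 µM single dose / Signal: CDP-star luminescence signal / Reagent: CDP-star chemiluminescent phosphatase substrate, 30 µM final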
PMI act – activators of human phosphomannose isomerase; AID 1214; activation factor at 20 µM; 190,000 compounds, 0.005% hits; purified human PMI, coupled resazurin fluorescence, 20 min; active compounds read high; 1 = vehicle control, 0 substrate-free wells; P34949;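 active = activation factor of 2 or more at 20 µM, relative to plate controls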
Diaph act CS – activates diaphorase or chemically reduces, flagging diaphorase assay artifacts; Diaphorase/resazurin coupled assay, resorufin fluorescence, 16 min; active compounds read high; 1 = vehicle wells, 0 = NADH-free wells; activation factor at 20 µM; AID 1229; 190,000 compounds, 0.005% hits;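 active = diaphorase activity raised at least twofold by the compound at 20 µM; inactive = activation factor below 2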
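test system = bacterial diaphorase enzyme (C. kluyveri) | quantity = enzyme 0.07 U/mL final | reagent = NADH substrate 0.114 mM plus resazurin dye 0.1 mM, final | incubation = 16 min enzyme reaction, ambient temperature | buffer or medium = HEPES pH 7.4 buffer with MgCl2 and Tween 20 | signal = fluorescence of resorufin, 544 nm excitation, 590 nm emission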
* = called active by the depositor.

SMILES	L major viab	TNAP inh noacc	bIAP activator	PMI act satM6P	Diaph inh CS	TNAP act hi DEA	TNAP inh hi DEA	bIAP inhibitor	PMI act	Diaph act CS
COC(=O)CCC(=O)Nc1ccc(OC)cc1	-6	-9	1	0.9	1	1	-3	0	1	1
Cn1c(=O)c2c(nc(Br)n2CCc2ccccc2)n(C)c1=O	5	-7	1	1	-1	1	-4	3	1.1	1
Nc1cc(-c2ccccc2)nn1S(=O)(=O)c1ccc(Br)cc1	11	-11	0.8	0.8	29	1	-4	17	0.8	0.7
O=C(CN(C(=O)Cn1nnc(-c2cccs2)n1)c1cnc2ccccc2c1)NCC1CCCO1 (stereo unspecified)	-7	-9	1.1	0.9	-2	1	-1	-8	1.1	1
COCCOC(=O)C1=C(C)NC2=C(C(=O)CC(C)(C)C2)C1c1ccc2c(c1)OCO2 (stereo unspecified)	8	-25	1.1	0.9	24	1.1	-10	-7	0.9	0.8
O=C(O)c1cnc(-c2ccccc2)nc1-c1ccccc1	-2	-17	1	1.2	-4	1.1	-7	-3	1.2	1
CCn1c(SCC(=O)Nc2oc(-c3ccccc3)c(-c3ccccc3)c2C#N)nnc1-c1cc(OC)cc(OC)c1	-6	-12	1.1	1	16	1	-2	-11	0.9	0.8
COc1cc2c(cc1OC)CN(CC(=O)NC(=O)NC1CCCCC1)CC2	0	-17	1.2	0.9	2	1	-2	-19	1	1
CC(C)(C)CC(=O)Nc1cccc2c1CCCC2	-1	-2	0.9	1	3	1	-4	8	1	1
Cc1cccc(NC(=O)CC2NCCNC2=O)c1 (stereo unspecified)	-3	-17	1	1.1	-5	1	-2	3	1	1.1
ONC(=Nc1ccc(Cl)cc1)c1ccc(Cl)cc1	-3	-16	0.7	0.9	14	1	-3	34	0.9	0.9
Cc1sc(N/N=C/C=C/c2ccccc2)nc1-c1ccccc1	13	-24	0.8	0.9	14	1	1	21	0.9	0.9
COc1ccc(NC(=O)C2=C(C)C(=O)OC23CCC(C)CC3)c(OC)c1 (stereo unspecified)	11	-9	0.9	0.9	12	1	-2	5	0.9	0.9
CC1CCCC(NC(=O)CSc2ccc(F)cc2)C1C (stereo unspecified)	-2	-15	1	0.9	3	1.1	-8	-4	1	1
C=CCSc1nnc(-c2cc(Br)ccc2N)c(=O)[nH]1	-7	-12	0.9	1	25	1.1	-7	13	0.9	0.8
COc1cc(CN(C)CCc2ccccc2)ccc1OCc1ccccc1	96*	-8	1	1	-3	1	-2	1	1	1
Cc1cc(C)nc(-n2nc(C)cc2NC(=O)C(C)C)n1	-1	2	1	1	1	1	2	-1	1.1	1
CCOc1cc([N+](=O)[O-])cc2c1C(=O)Nc1ccccc1O2	21	2	1	1	21	1	-1	-4	1	0.8
C/C(N)=C(/C#N)C(=O)CSc1nc2ccccc2c(=O)n1Cc1ccc(C)cc1	10	-1	0.9	1	10	1	2	7	0.9	0.9
Nc1nc2c3ccccc3nc(Cc3ccccc3)n2n1	-2	-7	0.8	0.8	21	1	1	25	0.8	0.8
O=C(CNC(=O)c1ccc(Cl)cc1Cl)OCC(=O)c1ccc2c(c1)OCCO2	-5	-7	0.9	1.1	-6	1.1	-7	8	1	1.1
COC(=O)c1ccc(Oc2c(C)oc3c(CN4CCN(C)CC4)c(O)ccc3c2=O)cc1	100*	-13	1.1	1	-4	1.1	-5	-8	1	1
CC(C)(C)c1ccc(NC(=O)c2ccccc2)c([N+](=O)[O-])c1	4	-1	0.8	1.1	11	1	1	21	1.1	0.9
Cc1ccc(S(=O)(=O)n2nc(C)cc2N)cc1	-1	-5	1	0.9	20	1.1	-6	-3	0.9	0.8
CCCc1nnc(NC(=O)CCC(=O)N2CCN(c3ccccn3)CC2)s1	-7	-2	1	1	7	1	-2	1	0.9	0.9
O=C(O)c1cccc(S(=O)(=O)NCCc2ccccc2)c1	-5	-20	1	0.9	12	1.1	-10	-2	1	0.9
CCOc1ccc(N2Cc3ncccc3C2=O)cc1	-1	-4	1	0.9	5	1	0	3	0.9	1
O=C(Nc1ccc(F)cc1)NC1(C(=O)NCc2ccco2)CCCCC1	82*	-12	0.9	1	17	1.1	-10	7	1	0.8
O=C(OCC(=O)c1cccs1)c1ccccc1	-7	-16	1	1	-2	1.1	-8	0	1	1
O=C1CCCC/C1=C/Nc1ccc(S(=O)(=O)Nc2ncccn2)cc1	-4	-8	0.9	1.1	-4	1	-3	10	1	1
Cc1ccc(C)c(N(C)S(=O)(=O)c2ccc3[nH]cc(C(=O)NCCN4CCOCC4)c(=O)c3c2)c1	-5	-10	0.9	1	-1	1.1	-6	11	1.1	1
CN(C)S(=O)(=O)c1ccc(S(=O)(=O)NC2CCOC(C)(C)C2)cc1 (stereo unspecified)	-3	-6	1	1	8	1	2	-3	1	0.9
Cc1ccc(-c2nn(CC(=O)Nc3cccnc3)c(=O)c3ccccc23)cc1	31	-5	1	0.9	26	1	-4	0	0.9	0.7
COc1ccc(CN2CCN(CC(O)Cn3c4ccccc4c4ccccc43)CC2)cc1 (stereo unspecified)	99*	-8	1.1	0.9	14	1	1	-6	0.9	0.9
Cc1cc(Cl)ccc1OCC(=O)Nc1nc(-c2cccs2)cs1	5	-4	0.7	1	13	1.1	-9	28	1	0.9
COCCn1c(SCC(=O)c2ccc3c(c2)OCCO3)nnc1-c1ccoc1C	-2	-6	1	1.1	20	1	-2	0	0.9	0.8
CCCCCn1nnc2c(=O)oc3ccccc3c21	-6	-4	1.1	1	3	1	1	-8	1	1
Cc1ccc(CNC(=O)c2cn(C3CCCC3)c(=O)c3c2c2ccccc2n3C)o1	2	-9	1.2	1.3	22	1	-2	-18	1	0.8
COc1ccc(Br)c(C(=O)N2CCN(S(=O)(=O)/C=C/c3ccccc3)CC2)c1	3	-3	1.1	1	11	1	-4	-9	0.9	0.9
COc1ccc(OC)c2[nH]c(=O)c(CCNS(=O)(=O)c3ccc(C)cc3)cc12	-3	-7	1.1	0.7	41	1	-3	-10	0.8	0.6

Shown with values under each structure: entries from further up
The line under a structure holds: L major viab	TNAP inh noacc	bIAP activator	PMI act satM6P	Diaph inh CS	TNAP act hi DEA	TNAP inh hi DEA	bIAP inhibitor	PMI act	Diaph act CS
- O=C(OCC(=O)c1cccs1)c1ccccc1
→ -7	-16	1	1	-2	1.1	-8	0	1	1
- Cc1ccc(CNC(=O)c2cn(C3CCCC3)c(=O)c3c2c2ccccc2n3C)o1
→ 2	-9	1.2	1.3	22	1	-2	-18	1	0.8
- COc1ccc(CN2CCN(CC(O)Cn3c4ccccc4c4ccccc43)CC2)cc1 (stereo unspecified)
→ 99*	-8	1.1	0.9	14	1	1	-6	0.9	0.9
- COC(=O)c1ccc(Oc2c(C)oc3c(CN4CCN(C)CC4)c(O)ccc3c2=O)cc1
→ 100*	-13	1.1	1	-4	1.1	-5	-8	1	1
- CCCc1nnc(NC(=O)CCC(=O)N2CCN(c3ccccn3)CC2)s1
→ -7	-2	1	1	7	1	-2	1	0.9	0.9

(continued)
SMILES	L major viab	TNAP inh noacc	bIAP activator	PMI act satM6P	Diaph inh CS	TNAP act hi DEA	TNAP inh hi DEA	bIAP inhibitor	PMI act	Diaph act CS
CC(C)Cc1nnc(NS(C)(=O)=O)s1	-1	-12	0.9	1	10	1	-4	7	0.9	0.9
COC(=O)Cn1cc(C(=O)c2cccs2)c2ccccc21	-8	3	0.9	1	10	1	0	9	0.9	0.9
C=C(C)COc1ccc(-c2n[nH]c(C)c2Oc2ccccc2OC)c(O)c1	76*	0	1.3	1	16	1	-4	-32	0.9	0.8
O=C(Nc1ccc(N2CCOCC2)cc1)c1cc2ccccc2o1	-2	-4	0.9	0.9	8	1	0	13	0.8	0.9
O=S(=O)(Nc1ccc(-c2nc3cccnc3s2)cc1)c1cccs1	-5	-7	1	0.9	12	1	-4	0	0.9	0.9
Cc1cc(N/N=C\c2ccccc2)nc(-c2ccccc2O)n1	74*	-25	1	0.9	14	1	1	-2	0.8	0.9
Cc1ccc2nc(SCc3ccccc3)c(C=O)c(=O)n2c1	24	-4	1	1	3	1	4	1	1	1
Cc1cccc(CN2CCN(CC(=O)NCCCN3CCCC3=O)C2=O)c1	-5	-14	1	1	2	1	-3	4	1	1
CC(C)Cn1c2c(c(O)c(C(=O)Nc3ncccc3O)c1=O)CCCC2	-9	-12	1.1	1	6	1	0	-8	0.9	0.9
CCc1nnc(NC(=O)Cn2ccc(C(F)(F)F)n2)s1	0	-14	1	1.1	6	1	-4	-2	1.1	0.9
COc1cc(C=O)cc(Br)c1OCC(N)=O	-1	-7	1.1	1.1	-10	1.1	-5	-11	1	1.1
CC(C)(C)C(=O)Nc1cc(S(=O)(=O)Nc2ccc(Cl)cc2)ccc1O	-5	-5	1	0.9	7	1	3	4	1	0.9
COc1ccc(Cc2nnc(-c3ccc(F)cc3)o2)cc1OC	3	-6	1	0.8	8	1	-1	3	0.8	0.9
O=C1NCC(O)=C1C=NCCCO	-8	-12	1.1	0.9	8	1	2	-14	0.9	0.9
CC(=C/c1ccccc1)/C=N/NC(=O)c1cc(C)oc1C	0	-1	0.9	1	5	1	-2	14	0.9	0.9
Cc1[nH]c(=O)[nH]c(=O)c1S(=O)(=O)N1CCOCC1	13	-12	1	1	-6	1.1	-8	-2	1.1	1.1
CCCOC(=O)NC1CCS(=O)(=O)C1 (stereo unspecified)	-5	-7	1	1	2	1	-3	4	1	1
CC1CCC(NC(=O)c2cc3c(=O)n(C)c4ccccc4c3n2C)CC1 (stereo unspecified)	16	-8	1.1	0.9	32	1	-3	-7	0.9	0.7
Cc1ccc(NC(=O)CN(C)C(=O)c2ccc(S(=O)(=O)N(C)c3ccccc3)cc2)cc1	15	-10	0.9	1.2	20	1.1	-7	7	1.2	0.8
Cc1nn2c3c(cnc2c1-c1ccccc1)C(=O)CC(c1ccccc1)C3 (stereo unspecified)	19	-6	1	1	14	1.1	-6	4	1	0.9
CCC(=O)NC(=S)Nc1ccc(NC(=O)c2ccco2)cc1	-5	-14	1	1.1	4	1	-3	-4	1.1	1
Cc1sc(NC(=O)/C=C/c2ccc3c(c2)OCO3)nc1-c1ccccc1	42	-9	0.9	1	12	1	-1	7	0.9	0.9

Screening results (PubChem BioAssay)
